POLK inh = blocks human DNA polymerase kappa activity | Q9UBT6 | purified Pol kappa, fluorescent DNA synthesis assay, 10 min | Potency, µM (titrated, usually from 107 µM), inactives show top-dose activity, negative = inhibition, usual class: inhibitors | 0.53% of 400,000 active | AID 588579; note: potency is the fitted concentration of half-maximal effect; % is set by controls: 0 for no effect and ±100 for the full control effect
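Activity was followed as the change in fluorescence between reads at 0 and 10 min after starting the reaction with 50 nM substrate. Beforehand, 10 nM polymerase had been preincubated with compound for 15 min at room temperature.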
ERG Ets-DNA blk = blocks human ERG Ets domain binding to DNA. fluorescence polarization, His-ERG Ets domain / labelled DNA. Potency, µM (series often up to 76.9 µM), for the others: top-dose FP activity, negative = inhibition, most hits filed as inhibitors. 0.028% of 370,000 active; active = well fitted inhibition curve with a large enough effect in the polarisation, with a control signal flat; inconclusive = small, poorly fitted or top-dose-only effect, or effect the other way, or a change in a side signal; inactive = no such curve, though single readings can be large or run the other way; the % refers to the polarisation;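 note: polarization taken with two DNA probes labelled with fluorescein and Texas red; potency is the fitted concentration of half-maximal effect; % of control where 0% means no effect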
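His-tagged ERG Ets domain (1 uM in the protein solution; 300mM KCl, 50mM Tris-HCl, 1mM EDTA, 1mM DTT, pH 7.5) received compound, then a probe mix of 5 nM fluorescein-DNA and 100nM Texas-615-DNA. Fluorescence polarization was read for both dyes.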
RGS4 inh = blocks human RGS4-accelerated GTP hydrolysis; P49798; Transcreener GDP fluorescence polarization, RGS4-accelerated GTP hydrolysis; Potency, µM (top dose mostly 114 µM), without a hit: at the top dose activity change, negative = inhibition, hits mostly inhibitors; 0.039% of 390,000 active; AID 504845; note: potency is the fitted concentration of half-maximal effect; % is set by controls: 0 for no effect and ±100 for the full control effect; nearly all actives have a fitted effect of over 75% in size; some results filed as inactive show a strong effect at the top dose
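MLSMR compounds (23 nl, pin-transferred) preincubated 10 min at room temperature with a 500nM (2x) first reagent, then RGS4 at 900nM (2x) plus Transcreener GDP mix added; fluorescence polarization (620/688 nm) read before and after 90 min at 30 °C.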
Apoferritin bind = candidate novel general anesthetic via apoferritin binding | P02791 | apoferritin/1-aminoanthracene competitive binding, fluorescence | Potency, µM (top dose mostly 77.5 µM), inactives show top-dose activity change, negative = displacement, actives largely listed as inhibitors | 0.074% of 350,000 active | AID 485281; note: potency is the fitted concentration of half-maximal effect; % is set by controls: 0 for no effect and ±100 for the full control effect; nearly all actives have a fitted effect of over 20% in size
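Probe: 1-aminoanthracene (50% saturated, PBS). Protein: horse-spleen apoferritin, 10 uM. Incubation: 10 min, room temperature. Detection: 380 nm excitation, 535 nm emission. Analysis: normalized response, four-parameter Hill.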
APE1 inh = blocks human APE1 abasic DNA cleavage; 0.35% of 350,000 active; Potency, µM (doses to about 65.8 µM), without a hit: at the highest dose activity change, negative = inhibition, most hits filed as inhibitors; recombinant APE1, TAMRA/BHQ-2 abasic DNA cleavage fluorescence;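 note: potency is the fitted concentration of half-maximal effect; plate controls were vehicle for no effect and reference inhibitor for full effect; nearly all actives have a fitted effect of over 55% in size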
Target sequence (P27695 whole entry, looked up): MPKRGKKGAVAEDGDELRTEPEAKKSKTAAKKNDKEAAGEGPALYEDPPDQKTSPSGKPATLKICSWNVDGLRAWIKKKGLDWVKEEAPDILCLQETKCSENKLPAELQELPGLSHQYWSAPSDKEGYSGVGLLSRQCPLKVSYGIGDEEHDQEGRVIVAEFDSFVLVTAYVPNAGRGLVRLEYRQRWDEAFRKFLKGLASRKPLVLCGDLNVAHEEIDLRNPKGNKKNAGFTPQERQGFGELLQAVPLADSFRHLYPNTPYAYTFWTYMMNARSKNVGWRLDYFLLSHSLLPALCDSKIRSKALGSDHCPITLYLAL
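Kinetic fluorescence read (525 ex/598 em nm, three reads 60 s apart) of AP-site incision; signal = third minus first read. Enzyme 0.75 nM, dual-labelled THF duplex 50 nM, compound preincubation 15 min RT.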
Pol beta inh = DNA polymerase beta (human) inhibition; Pol beta primer extension/strand displacement, fluorescence kinetic; Potency, µM (highest dose often 114 µM), without a hit: at the highest dose activity change, negative = inhibition, most hits filed as inhibitors; 1.3% of 340,000 active; AID 485314; note: potency is the fitted concentration of half-maximal effect; % is set by controls: 0 for no effect and ±100 for the full control effect
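Values derive from four-parameter Hill fits of normalized kinetic data: reads at 0 and 10 min following addition of 50 nM substrate to 10 nM Pol beta preincubated 15 min with compound.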
ALOX12 inh = blocks human arachidonate 12S-lipoxygenase. P18054. purified 12hLO, xylenol orange hydroperoxide absorbance. Potency, µM (highest dose often 108 µM), inactives show at the top dose activity change, negative = inhibition, hits mostly inhibitors. 1.1% of 580,000 active; note: potency is the fitted concentration of half-maximal effect; % is set by controls: 0 for no effect and ±100 for the full control effect
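Hydroperoxide product was detected by ferrous iron/xylenol orange as the 573 to 405 nm absorbance ratio. Arachidonic acid at 40 uM (final) was turned over for 30 min at room temperature by 150 nM human 12hLO, pH 7.0 Hepes buffer, after 15 min compound preincubation.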
POLH inh = DNA polymerase eta (human) inhibition. recombinant Pol eta, fluorescent DNA replication assay. Q9Y253. Potency, µM (highest dose often 114 µM), for inactives: at the highest dose activity change, negative = inhibition, usual class: inhibitors. 1.2% of 390,000 active; note: potency is the fitted concentration of half-maximal effect; % is set by controls: 0 for no effect and ±100 for the full control effect
Target sequence (Q9Y253 whole entry, looked up): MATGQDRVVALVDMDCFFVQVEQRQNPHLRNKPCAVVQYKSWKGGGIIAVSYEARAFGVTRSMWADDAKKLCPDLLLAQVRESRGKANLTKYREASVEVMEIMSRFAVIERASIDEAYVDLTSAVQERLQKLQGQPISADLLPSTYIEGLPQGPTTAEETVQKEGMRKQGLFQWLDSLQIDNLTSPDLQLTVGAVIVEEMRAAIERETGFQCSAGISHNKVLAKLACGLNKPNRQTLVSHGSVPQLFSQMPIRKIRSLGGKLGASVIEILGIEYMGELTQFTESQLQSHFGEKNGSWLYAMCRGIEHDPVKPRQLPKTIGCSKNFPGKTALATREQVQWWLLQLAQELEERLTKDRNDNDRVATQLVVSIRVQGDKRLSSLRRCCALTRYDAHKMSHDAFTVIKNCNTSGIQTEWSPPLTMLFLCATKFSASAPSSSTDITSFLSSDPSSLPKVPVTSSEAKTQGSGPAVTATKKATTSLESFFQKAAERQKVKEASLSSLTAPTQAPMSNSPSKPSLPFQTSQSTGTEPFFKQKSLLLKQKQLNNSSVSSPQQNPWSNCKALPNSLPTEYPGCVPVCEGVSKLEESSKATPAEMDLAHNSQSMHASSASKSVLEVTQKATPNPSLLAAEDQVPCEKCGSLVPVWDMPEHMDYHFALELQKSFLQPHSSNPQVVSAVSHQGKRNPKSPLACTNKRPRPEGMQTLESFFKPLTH
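Pol eta (10 nM) was preincubated with compounds for 15 min at room temperature, after which fluorescent replication substrate (50 nM final) was added to start the reaction. Fluorescence was read kinetically at 0 and 10 min.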
LDHA inh = inhibitors of human lactate dehydrogenase A; P00338; purified LDHA, NADH/diaphorase-resazurin fluorescence; active compounds read low; activity change, % (values are at about 110 or 230 µM); 0.15% of 480,000 active; AID 1347041; in the data active = activity change below about -30%; inconclusive = mostly about -25% to -30%;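 note: plate controls were DMSO wells for no effect and wells without enzyme for full effect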
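Human LDH5 (2 nM) was incubated with 0.06 mM NADH and 0.2 mM pyruvate for 5 min at room temperature in Tris pH 7.4. Remaining NADH was coupled through diaphorase/resazurin, and resorufin fluorescence was read at 0 and 20 min.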
Active calls of the source: *; ? = inconclusive; · = no result given; & = joins results of further samples; [ ] = another dose, or the depositor's remark. Unless noted, calls come from the whole dose curve; as a rule, active = well fitted curve in the direction sought with a large enough effect; inconclusive = small, poorly fitted or top-dose-only effect, or another doubt; inactive = no such curve, though single readings can be large; an effect the other way counts as inactive or inconclusive.

Below each SMILES: Pol beta inh	Apoferritin bind	APE1 inh	RGS4 inh	LDHA inh	ALOX12 inh	POLH inh	ERG Ets-DNA blk	POLK inh
#1 C=CCN1C(=O)C(Cc2cccc(C)c2)SC1=Nc1ccc(C(=O)O)cc1 (centres undefined)
  -28.3%	-11.2%	1.7%	32.1%	-3.4	17.4%	-1.5%	0.4%	-9.9%
#2 COc1ccc(NC(=O)c2ccccc2-c2ccccc2)cc1
  ?	-6.6%	-5.5%	42.2%	0.9	12.9%	5.8%	3.8%	-5.0%
#3 O=c1c2ccccc2nc(COc2ccccc2)n1/N=C/c1cn[nH]c1-c1ccccc1
  24.4%	-0.8%	-1.2%	-11.1%	-4.8	-3.7%	-9.2%	-1.3%	-5.9%
#4 COc1cccc(C2(C)NC(=O)N(CC(=O)Nc3ccc(N4CCOCC4)cc3)C2=O)c1 (centres undefined)
  ·	·	4.9%	-9.4%	2.7	-20.6%	-19.2%	-17.4%	-9.2%
#5 CCCCC(=O)N1CCN(c2nc3c(C)c(C)ccc3s2)CC1
  -17.7%	-16.3%	·	-41.7%	1.0	-22.8%	-25.1%	1.7%	0.5%[60.1 µM]
#6 CCc1ccc(CNC(=O)CCCN2C(=O)c3cccnc3Oc3ccc(Cl)cc32)cc1
  -4.6%	-6.3%	·	9.7%	-0.6	?	-15.9%	-3.0%	4.6%
#7 COc1ccc(C(=O)CC(=O)Nc2ccc([N+](=O)[O-])cc2)cc1
  12.6%	-21.4%	-10.8%	-22.6%	0.2	0.0%	-15.5%	?	9.2%
#8 CC(Oc1ccc(F)cc1)C(=O)Nc1cc(C(F)(F)F)ccc1-n1cncn1 (centres undefined)
  ·	·	27.5%	-18.9%	-0.4	-0.5%	-21.8%	-6.6%	-4.4%
#9 Cn1c(CCn2ccccc2=O)nc2cc(NC(=O)COc3ccccc3)ccc21
  -0.3%	-9.8%	44.1%[activator]	5.6%	1.5	2.4%	7.5%	3.1%	1.2%
#10 COc1cc(Nc2ncc3c(n2)CCN(Cc2cccc(C)c2)C3)cc(OC)c1
  -12.8%	50.4%[activator]	·	-16.6%	3.1	-26.3%	·	-5.2%	-0.3%[60.1 µM]

One compound at a time, from the list above.
`COc1ccc(C(=O)CC(=O)Nc2ccc([N+](=O)[O-])cc2)cc1` is listed as Pol beta inh = 12.6%; Apoferritin bind = -21.4%; APE1 inh = -10.8%; RGS4 inh = -22.6%; LDHA inh = 0.2; ALOX12 inh = 0.0%; POLH inh = -15.5%; ERG Ets-DNA blk = ?; POLK inh = 9.2%
`COc1cccc(C2(C)NC(=O)N(CC(=O)Nc3ccc(N4CCOCC4)cc3)C2=O)c1` (centres undefined) is listed as Pol beta inh = ·; Apoferritin bind = ·; APE1 inh = 4.9%; RGS4 inh = -9.4%; LDHA inh = 2.7; ALOX12 inh = -20.6%; POLH inh = -19.2%; ERG Ets-DNA blk = -17.4%; POLK inh = -9.2%

(continued)
Below each SMILES: Pol beta inh	Apoferritin bind	APE1 inh	RGS4 inh	LDHA inh	ALOX12 inh	POLH inh	ERG Ets-DNA blk	POLK inh
#11 CC1CCC(NC(=O)CSc2ccc(S(=O)(=O)N(C)C)cn2)CC1 (centres undefined)
  ·	·	1.5%	7.9%	-7.5	1.5%	-13.8%	-6.7%	-1.7%
#12 O=C(CCc1n[nH]c(=O)[nH]c1=O)N1CCOCC1
  14.1%	-0.4%	-6.1%	14.4%	-2.9	-6.5%	-1.5%	-17.7%	-17.4%
#13 CCOc1ccc2c(c1)C(=NNC(=O)c1ccncc1)c1cc(OCC)ccc1-2
  -22.4%	-15.0%	-2.9%	-0.9%	-5.4	12.9%	-9.7%	13.5%	4.0%
#14 COc1ccc(C(=O)N2CC3(CC(c4ccc(Cl)cc4)=NO3)C[C@H]2C(=O)NCC(N)=O)cc1 (some centres undefined)
  27.1%	-12.9%	-1.5%	-11.4%	12.4	-23.4%	-3.7%	8.4%	12.6%
#15 CC1CCN(c2oc(-c3ccc(COc4ccccc4)o3)nc2C#N)CC1
  -2.2%	133.1%[activator]	·	-13.0%	-1.1	4.5%	-21.2%	-0.2%	-0.9%
#16 CC1=C(C(=O)Nc2ccccc2C(=O)NCCCN2CCN(C)CC2)SCCO1
  4.9%	7.9%	12.2%	33.2%[11.4 µM]	-6.0	8.8%	8.0%	2.3%	-11.8%
#17 O=C(CCC(=O)c1cccs1)NNC(=O)c1ccccc1Cl
  ·	·	15.9%	17.3%	-13.1	4.9%	-18.2%	-2.7%	-4.2%
#18 COc1ccc(/C=C2\SC(=S)N(CCC(=O)NCCCN3CCOCC3)C2=O)cc1
  14.4%	-13.5%	22.9%	-10.9%	-13.3	-23.8%	-7.7%	-3.4%	-4.4%
#19 CCS(=O)(=O)C1=NSC2=NC(=O)/C(=C\c3ccc(OS(=O)(=O)c4ccccc4)c(OC)c3)C(=N)N21
  ?	3.2%	-17.9%	-30.6%	-4.1	·	39.8µM*	8.5%	-6.6%
#20 COc1ccc(-c2nnc3n2-c2ccccc2SC3)cc1OC
  -0.9%	-15.9%	-4.2%	-6.0%	-0.3	?	-9.9%	-1.8%	4.5%
#21 CSc1nc2nccc(-c3ccc(-c4ccccc4)cc3)n2n1
  ?	-19.3%	-5.2%	-6.9%	-10.4	283.8%[activator]	?	0.5%	-15.5%
#22 COc1cccc(C(=O)Nc2c3c(nn2-c2cccc(C)c2C)CS(=O)C3)c1OC (centres undefined)
  0.2%	-12.7%	-4.4%	-8.9%	2.3	23.1%	-9.5%	8.8%	-1.5%
#23 COc1ccc(OCCOc2ccc(S(=O)(=O)N3CCCC3)cc2[N+](=O)[O-])cc1
  ·	·	4.7%	3.4%	-4.3	-3.7%	-9.5%	-6.7%	-23.7%
#24 Nc1nn(-c2ccccc2)c2ccc([N+](=O)[O-])cc12
  1.9%	3.3%	-2.9%	1.4%	-3.8	-52.0%	-4.8%	1.1%	-5.9%
#25 CCn1c(C)nc2cc(C(=O)NNC(=S)NC(=O)c3ccccc3)ccc21
  0.9%	-8.1%	-0.2%	5.8%[56.9 µM]	-0.4	?	-5.4%	5.0%	-16.8%
#26 C=CCN(C(=O)COC(=O)c1cc[n+]([O-])cc1)c1nc(-c2ccccc2)cs1
  ·	·	20.2%	-9.2%	-3.3	5.1%	-10.7%	4.2%	-5.0%
#27 Cc1cc2ncn(CCCCOc3ccccc3)c2cc1C
  18.5%&9.9%	?	0.6%	15.7%&-5.4%	1.8&2.8	-2.8%&0.0%	-6.2%&-12.4%	-1.0%&-0.4%	-2.6%&-11.5%
#28 Cc1nnc(SCc2ccc(Cl)cc2)c2cc3occc3n12
  -1.8%	-18.1%	·	-22.0%	-0.9	?	-14.9%	0.4%	-22.1%
#29 COc1cc(C2C(C#N)=C(N)Oc3n[nH]c(-c4cccnc4)c32)ccc1OCC(N)=O (centres undefined)
  2.2%	2.2%	-1.8%	14.6%	-8.6	9.2%	6.9%	1.3%	-10.4%
#30 CCOc1ccccc1C1N=C(N)Nc2nc3ccccc3n21 (centres undefined)
  3.0%	-5.7%	·	10.6%	-3.4	-0.6%	-8.7%	5.1%	-15.8%
#31 CN(C)S(=O)(=O)c1cccc(NC(=O)c2ccccc2OCc2ccc(F)cc2)c1
  9.9%	4.8%	-2.9%	15.0%	-2.0	6.0%	-4.2%	3.6%	-12.7%
#32 CCn1ccnc1CN(C)C(=O)CCc1nnc(CCC2CCCCC2)o1
  -3.3%	-6.7%	4.9%	-23.5%	-7.3	?	-9.4%	-21.9%	-4.3%
#33 CCOc1ccc(N(CC(=O)NCc2ccc(OC)cc2)S(=O)(=O)c2c(C)noc2C)cc1
  9.6%	-7.6%	1.9%	26.8%	-16.8	4.1%	-2.2%	-2.9%	-8.3%
#34 Cc1ccc(OCCNC(=O)CNC(=O)c2ccc(C)cc2)cc1
  -3.3%	-6.2%	-2.9%	-24.4%	0.0	2.8%	-8.4%	-4.6%	3.6%
#35 CCN(CC)S(=O)(=O)c1ccc2oc(Nc3ccc4c(c3)OCCO4)nc2c1
  22.2%	?	-7.8%	-21.2%[11.4 µM]	-2.8	27.7%	-13.1%	4.0%	-12.9%
#36 CCN(C(=O)c1ccc(NC(C)=O)cc1)c1ccccc1C
  1.2%	-18.8%	-0.4%	-14.5%	-4.1	5.9%	-3.5%	-7.6%	-8.8%
#37 CN(CC(=O)Nc1cccc(Cl)c1)S(=O)(=O)c1ccc2c(c1)n(C)c(=O)c(=O)n2C
  4.6%	-3.3%	-13.2%	24.6%	0.1	-0.1%	-0.2%	-1.6%	-30.5%
#38 COc1ccc2[nH]c(C(=O)Nc3ccc(C)c(F)c3)cc2c1
  9.8%	41.9%[activator]	-3.6%	-5.3%	-6.6	0.0%	-10.0%	-12.8%	7.7%
#39 CCCCCCCCCCCCC/C=C/[C@@H](O)[C@@H](N)CO
  ?	?	2.7%&-0.4%&-0.6%&-3.9%&0.9%	-0.8%	-4.1	?	?	3.7%	-19.4%
#40 CCOCCCN(C(=O)c1snc(C(N)=O)c1N)C(C(=O)NC(C)(C)C)c1ccc(Cl)cc1 (centres undefined)
  -2.2%	-17.8%	-7.5%	12.5%	-0.8	?	-11.6%	7.2%	0.8%
#41 CCOc1ccc(OC(=O)c2cccc(S(=O)(=O)N3CCN(C)CC3)c2)cc1
  ·	·	0.5%	-6.3%	-4.2	?	-15.1%	-1.9%	-14.0%

Not all compounds are listed; count on the stated rates, not on these rows.
